RAD54 inh = RAD54 (human) branch migration inhibition | RAD54 Holliday junction branch migration, FAM/BHQ fluorescence | inhibition, % at 10.4 µM | actives 0.14% (n = 360,000) | AID 602329;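 active = mean normalized replicate activity at least 40 and at least half of replicates scoring 40 or more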;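 note: 0% = median of neutral control wells and 100% = median of positive control wells; inhibitors cause a drop in the FAM fluorescence signal; in these data hits start at about 50%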
Target sequence (Q92698 whole entry, looked up): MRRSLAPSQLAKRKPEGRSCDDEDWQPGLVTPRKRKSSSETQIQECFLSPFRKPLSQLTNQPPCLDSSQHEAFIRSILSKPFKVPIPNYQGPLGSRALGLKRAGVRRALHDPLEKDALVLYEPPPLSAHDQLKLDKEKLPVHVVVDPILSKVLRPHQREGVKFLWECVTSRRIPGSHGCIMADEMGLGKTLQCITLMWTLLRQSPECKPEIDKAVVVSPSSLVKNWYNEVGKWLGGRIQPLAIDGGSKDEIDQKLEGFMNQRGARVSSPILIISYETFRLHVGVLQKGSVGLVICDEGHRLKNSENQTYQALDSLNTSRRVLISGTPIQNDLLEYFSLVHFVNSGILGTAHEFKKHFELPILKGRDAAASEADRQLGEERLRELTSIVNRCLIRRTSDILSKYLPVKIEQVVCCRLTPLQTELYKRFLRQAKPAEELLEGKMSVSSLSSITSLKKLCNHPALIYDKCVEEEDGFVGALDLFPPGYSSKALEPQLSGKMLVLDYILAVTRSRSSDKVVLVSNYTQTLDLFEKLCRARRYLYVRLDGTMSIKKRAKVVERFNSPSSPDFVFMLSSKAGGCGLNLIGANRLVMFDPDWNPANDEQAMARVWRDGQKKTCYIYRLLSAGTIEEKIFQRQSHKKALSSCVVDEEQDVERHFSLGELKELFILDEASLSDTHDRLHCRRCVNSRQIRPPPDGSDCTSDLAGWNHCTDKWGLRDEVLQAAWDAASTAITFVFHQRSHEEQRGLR
RAD52 inh = inhibitors of human RAD52 DNA annealing; P43351; inhibition, % at 18.7 µM; AID 651710; actives 0.46% (n = 360,000); recombinant RAD52 DNA annealing, FRET fluorescence;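 active = every replicate showing at least 50% inhibition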
E-selectin induc = E-selectin induction on HUVECs | P16581 | HUVEC E-selectin immunofluorescence imaging; normalized: neutral wells 0, TNF-alpha wells 100 | activation, % at 7.58 µM | actives 0.37% (n = 260,000) | AID 686992;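 active = mean E-selectin-positive cell signal at least 10% of the positive control, reached in at least 60% of replicates, without over 20% cell loss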;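 note: in these data hits start at about 27%; measured in HUVEC primary endothelial cells; signal is the percent of cells scored E-selectin positive by PE staining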
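Read-out basis: % PE-positive cells; Test system: HUVEC primary endothelial cells; Technique: immunofluorescence imaging; Dosing: single-point compound dose.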
esBAF inh = inhibitors of esBAF chromatin remodeling in mouse ES cells; Bmi1-luciferase knock-in reporter, 24 h; 100% = twice the neutral-well signal; reporter increase, % at 12.5 µM; actives 2% (n = 350,000); AID 602393; in the data active = activation above about 40%;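 note: 0% = median of the plate's neutral control wells and 100% = double that signal; a rise in the Bmi1 reporter signal indicates esBAF inhibition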
S100A4 MyoIIA = inhibitors of human S100A4 binding to myosin IIA peptide; S100A4/TAMRA-MyoIIA peptide fluorescence polarization; inhibition, % at 10.7 µM; actives 0.14% (n = 360,000);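 active = mean inhibition of at least 70% across replicates, with every replicate also reaching that level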
Target sequence (P26447 whole entry, looked up): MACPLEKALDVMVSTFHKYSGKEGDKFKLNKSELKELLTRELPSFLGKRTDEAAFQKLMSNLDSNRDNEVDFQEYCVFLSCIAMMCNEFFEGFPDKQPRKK
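Assay system: human S100A4 monomer with TAMRA-labelled myosin IIA peptide / Buffer or medium: Calcium-containing HEPES buffer, pH 7.2 / Reagent: TAMRA-labelled myosin IIA heavy-chain peptide probe, 5 nM / Compound: one dose per compound / Timing: polarization read 5 min after assay mix addition, stable 5–60 min / Benchmarks: neutral control DMSO, positive control TFP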
EWS-Fli inh = inhibitors of EWS/Fli oncoprotein transcriptional activity; A673 NR0B1-luciferase reporter, viability-normalised; inhibition, % at 12.6 µM; actives 0.67% (n = 350,000);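 active = mean inhibition of at least 50% after viability correction, with every replicate also passing that limit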;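 note: firefly luciferase signal divided by Alamar Blue viability fluorescence both relative to DMSO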
XiGFP reactiv = reactivates the inactive X chromosome in mouse fibroblasts; XiGFP mouse fibroblasts, % GFP-positive cells imaging, 3 d; cells co-treated with 5-aza-dC sensitizer; scaled so ellipticine positive control = 100%; activation, % at 7.58 µM; actives 0.055% (n = 360,000); AID 743238;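 active = mean normalized replicate activation at least 10% and every replicate at or above 10%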;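 note: 0% = median of on-plate neutral control wells and 100% = ellipticine 6 µM median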
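Material: XiGFP fibroblasts, SV40-immortalized. Buffer or medium: DMEM plus 5-aza-dC sensitizer. Compound: single concentration per compound, delivered by pin transfer. Times: 3 days compound exposure. Controls: ellipticine 6 µM.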
FN deposit inh = fibronectin deposition inhibition. actives 0.086% (n = 350,000). AID 743247. AH1F fibroblasts, Alexa488-fibronectin deposition fluorescence, overnight. inhibition, % at 12.6 µM;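 active = mean inhibition across replicates of 30% or more, regardless of how many single replicates reach that level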;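 note: positive control wells lacked labelled fibronectin entirely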
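Test system: AH1F fibroblast monolayer depositing Alexa488-labelled fibronectin into matrix. Input: 10000 cells per well. Technique: fluorescence, ex 485 nm, em 525 nm. Buffer or medium: DMEM plus 2% serum, read in PBS. Timing: 1 h cell adhesion before compound, then overnight fibronectin incubation. Compound: single dose, pinned. Read-out basis: inhibition from reduced deposited-fibronectin fluorescence.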
Numbers without * were called inactive; & = joins results of further samples.

Results for COc1ccc(CC(NC(C)=O)C(=O)NC2CCN(C(=O)c3ccccc3F)CC2)cc1 (configuration not stated) ?
RAD54 inh: 6; RAD52 inh: 3; esBAF inh: 4; S100A4 MyoIIA: 0; EWS-Fli inh: 0; XiGFP reactiv: 0.0; FN deposit inh: -1

What do the screens show for `N#Cc1cccc(C(=O)Nc2ccc(S(=O)(=O)Nc3nccs3)cc2)c1`?
RAD54 inh: -17; RAD52 inh: -239; esBAF inh: 2; S100A4 MyoIIA: 5; EWS-Fli inh: 10; XiGFP reactiv: -0.1; FN deposit inh: -4

How did Cc1ccc(S(=O)(=O)N(C)C[C@@H]2Oc3ccc(NS(=O)(=O)c4cccs4)cc3CC(=O)N([C@H](C)CO)C[C@H]2C)cc1 do in these assays?
RAD54 inh: -11; RAD52 inh: -6; E-selectin induc: 1.2; esBAF inh: 1; S100A4 MyoIIA: 38; EWS-Fli inh: -1; XiGFP reactiv: -1.2

How did S=c1[nH]nc(CCCc2n[nH]c(=S)o2)o1 do in these assays?
RAD52 inh: -12; S100A4 MyoIIA: 9; EWS-Fli inh: 7; XiGFP reactiv: 0.1; FN deposit inh: 2

How did CCOc1ccccc1N1C(=O)c2ccc(C(=O)Nc3cccnc3)cc2C1=O do in these assays?
RAD54 inh: 2; RAD52 inh: -23; E-selectin induc: 0.1; esBAF inh: -5; S100A4 MyoIIA: -5; EWS-Fli inh: 0; XiGFP reactiv: 0.3; FN deposit inh: 1

How did CCc1cc(-c2nnn(CCC3COCCO3)c2CC)cc(CC)c1-c1cn(CCc2c[nH]c3ccccc23)nn1 (configuration not stated) do in these assays?
RAD52 inh: -2; E-selectin induc: 0.0; esBAF inh: 8; S100A4 MyoIIA: -4; EWS-Fli inh: 6; XiGFP reactiv: 0.0; FN deposit inh: 2

What do the screens show for `C[C@H]1CN([C@@H](C)CO)S(=O)(=O)c2ccc(-c3cccnc3)cc2O[C@@H]1CN(C)Cc1ccccn1`?
RAD54 inh: -15; RAD52 inh: 13; E-selectin induc: 12; esBAF inh: 4; S100A4 MyoIIA: -1; EWS-Fli inh: 0; XiGFP reactiv: 0.1; FN deposit inh: -7

Results for O=C(Nc1ccnn1C1CCN(C/C=C/c2ccccc2)CC1)c1cccc(F)c1 ?
RAD54 inh: 3; RAD52 inh: -11; esBAF inh: -4; S100A4 MyoIIA: -11; XiGFP reactiv: 0.4; FN deposit inh: -18

How did CO[C@@H]1CN(C)C(=O)c2cc(NC(=O)Nc3cccc(F)c3)ccc2OC[C@H](C)N(C(=O)Nc2c(C)noc2C)C[C@H]1C do in these assays?
RAD54 inh: 0; RAD52 inh: -3; E-selectin induc: 0.0; esBAF inh: 1; S100A4 MyoIIA: -17; EWS-Fli inh: -5; XiGFP reactiv: 0.5; FN deposit inh: 3

What do the screens show for `O=C(/C=C/c1ccc(Cl)cc1)NC(=S)Nc1ccc(CN2CCOCC2)cc1`?
RAD52 inh: -1; S100A4 MyoIIA: 1; EWS-Fli inh: 6; XiGFP reactiv: 0.1; FN deposit inh: -3

Results for CCc1nc2ccccc2c(C(=O)NCc2ccccc2)c1C ?
RAD52 inh: -2; E-selectin induc: 2.5; S100A4 MyoIIA: 0; EWS-Fli inh: -2; XiGFP reactiv: 0.2; FN deposit inh: 3

What do the screens show for `Nc1nc2ccc(Cl)cc2cc1C(=O)NCCCN1CCOCC1`?
RAD52 inh: -3; E-selectin induc: 3.4; S100A4 MyoIIA: -2; EWS-Fli inh: 6; XiGFP reactiv: 0.1; FN deposit inh: 1

Results for C=CCSc1ncccc1C(=O)NCCc1ccccc1 ?
RAD54 inh: -14; RAD52 inh: -12; esBAF inh: -6; S100A4 MyoIIA: 0; EWS-Fli inh: -13; XiGFP reactiv: 0.0; FN deposit inh: 5

How did C=CCn1c(C2CC2)n[nH]c1=S do in these assays?
RAD52 inh: -13; E-selectin induc: 0.1; S100A4 MyoIIA: -6; EWS-Fli inh: 0; XiGFP reactiv: 0.4; FN deposit inh: 2

Results for O=C(NCCC1=CCCCC1)c1cccc(S(=O)(=O)N2CCCCC2)c1 ?
RAD54 inh: 10; RAD52 inh: -3; esBAF inh: 11; S100A4 MyoIIA: 6; EWS-Fli inh: 2; XiGFP reactiv: 0.0; FN deposit inh: -8

What do the screens show for `Cc1ccc(-c2[nH]ncc2CN2CCN(C(=O)c3cccs3)CC2)cc1C`?
RAD54 inh: -1; RAD52 inh: -22; E-selectin induc: 0.1; esBAF inh: -1; S100A4 MyoIIA: 5; XiGFP reactiv: 0.0; FN deposit inh: 9

Results for COC(=O)Cn1c2ccccc2c(=O)n1C(C)C ?
RAD52 inh: -9; E-selectin induc: -0.1; S100A4 MyoIIA: -8; EWS-Fli inh: -15; XiGFP reactiv: 0.0; FN deposit inh: -1

How did NC(=O)C1CCN(CC(=O)Nc2nccs2)CC1 do in these assays?
RAD54 inh: 1; RAD52 inh: -16; esBAF inh: -11; S100A4 MyoIIA: -8; EWS-Fli inh: 4; XiGFP reactiv: 0.1; FN deposit inh: -3

How did O=C(/C=C/[C@H]1O[C@@H](n2ccc(=O)[nH]c2=O)[C@H](O)[C@@H]1O)NC1CCN(Cc2ccccc2)C1 (some centres not stated) do in these assays?
RAD54 inh: -4; RAD52 inh: -1; E-selectin induc: 0.7; esBAF inh: 1; S100A4 MyoIIA: 1; EWS-Fli inh: -1; XiGFP reactiv: 0.1; FN deposit inh: 2

What do the screens show for `CN(C)C(=O)c1cc(C(=O)c2ccc(C(F)(F)F)cc2F)c[nH]1`?
RAD52 inh: -14; E-selectin induc: 0.4; esBAF inh: 6; S100A4 MyoIIA: -7; EWS-Fli inh: -17; XiGFP reactiv: 0.0; FN deposit inh: -2

For convenience, part of the list above:
Results for COc1ccc(CC(NC(C)=O)C(=O)NC2CCN(C(=O)c3ccccc3F)CC2)cc1 (configuration not stated) ?
RAD54 inh: 6; RAD52 inh: 3; esBAF inh: 4; S100A4 MyoIIA: 0; EWS-Fli inh: 0; XiGFP reactiv: 0.0; FN deposit inh: -1

What do the screens show for `N#Cc1cccc(C(=O)Nc2ccc(S(=O)(=O)Nc3nccs3)cc2)c1`?
RAD54 inh: -17; RAD52 inh: -239; esBAF inh: 2; S100A4 MyoIIA: 5; EWS-Fli inh: 10; XiGFP reactiv: -0.1; FN deposit inh: -4

How did Cc1ccc(S(=O)(=O)N(C)C[C@@H]2Oc3ccc(NS(=O)(=O)c4cccs4)cc3CC(=O)N([C@H](C)CO)C[C@H]2C)cc1 do in these assays?
RAD54 inh: -11; RAD52 inh: -6; E-selectin induc: 1.2; esBAF inh: 1; S100A4 MyoIIA: 38; EWS-Fli inh: -1; XiGFP reactiv: -1.2

How did S=c1[nH]nc(CCCc2n[nH]c(=S)o2)o1 do in these assays?
RAD52 inh: -12; S100A4 MyoIIA: 9; EWS-Fli inh: 7; XiGFP reactiv: 0.1; FN deposit inh: 2

Remaining list, next part.
Results for Cc1oc(-c2ccccc2F)nc1CS(=O)(=O)CC(=O)NCCCN1CC(C)CC(C)C1 (configuration not stated) ?
RAD54 inh: -3; RAD52 inh: -4; E-selectin induc: 0.3; esBAF inh: -2; S100A4 MyoIIA: 13; EWS-Fli inh: -5; XiGFP reactiv: 0.1; FN deposit inh: 1

What do the screens show for `COc1ccc2c3c([nH]c2c1)[C@@H](CO)N(C(=O)c1ccccc1)CC31CCN(C(=O)NC(C)C)CC1`?
RAD52 inh: -2; E-selectin induc: -0.1; S100A4 MyoIIA: 5; EWS-Fli inh: 6; XiGFP reactiv: -0.1

How did C[C@@H]1CN([C@@H](C)CO)S(=O)(=O)c2ccc(-c3ccc(C(=O)N(C)C)cc3)cc2O[C@@H]1CN(C)Cc1ccccc1C(=O)O do in these assays?
RAD54 inh: -8&4; RAD52 inh: -12&-1; E-selectin induc: -0.1&0.0; esBAF inh: 3&-1; S100A4 MyoIIA: -4&18; EWS-Fli inh: -4&-7; XiGFP reactiv: 0.2&-0.6; FN deposit inh: 12&-14

How did O=C(NCCc1c[nH]c2ccccc12)c1cccc(Br)c1 do in these assays?
RAD54 inh: -7; RAD52 inh: -16; E-selectin induc: 0.0; esBAF inh: 12; S100A4 MyoIIA: -3; EWS-Fli inh: 20; XiGFP reactiv: 0.1; FN deposit inh: 3

What do the screens show for `COc1ccc(-c2cc3nc4ccccc4n3c(N)c2C#N)cc1`?
RAD52 inh: -13; S100A4 MyoIIA: 2; EWS-Fli inh: -111; XiGFP reactiv: 0.0; FN deposit inh: -5

Results for Cc1ccc(S(=O)(=O)N(C)C[C@H]2Oc3cc(C#Cc4ccncc4)ccc3S(=O)(=O)N([C@H](C)CO)C[C@@H]2C)cc1 ?
RAD54 inh: -26; RAD52 inh: -139; E-selectin induc: 0.2; esBAF inh: -6; S100A4 MyoIIA: -19; EWS-Fli inh: -3; XiGFP reactiv: 0.1; FN deposit inh: 3

How did Cc1ccc(-c2ccc3c(c2)O[C@@H](CN(C)C(=O)CN(C)C)[C@H](C)CN([C@H](C)CO)S3(=O)=O)cc1 do in these assays?
RAD54 inh: 7; RAD52 inh: 18; E-selectin induc: 0.1; esBAF inh: 1; S100A4 MyoIIA: -1; EWS-Fli inh: 15; XiGFP reactiv: -1.0

What do the screens show for `O=C(COC(=O)C1=COCCO1)Nc1ccc(F)cc1`?
RAD54 inh: 0; RAD52 inh: -6; esBAF inh: -8; S100A4 MyoIIA: 2; EWS-Fli inh: -4; XiGFP reactiv: 0.0; FN deposit inh: -5

Results for CS(=O)(=O)N1CCC(NC(=O)Nc2ccc(OC(F)(F)F)cc2)CC1 ?
RAD54 inh: -13; RAD52 inh: -29; E-selectin induc: -0.1; esBAF inh: 8; S100A4 MyoIIA: 3; EWS-Fli inh: -29; XiGFP reactiv: 0.0; FN deposit inh: 16

What do the screens show for `CC(C)(C)NC(=O)CN(C(=O)C1CSC(=O)C1)c1ccccc1F` (configuration not stated)?
RAD52 inh: -6; E-selectin induc: 0.3; S100A4 MyoIIA: 3; EWS-Fli inh: -8; XiGFP reactiv: 0.0; FN deposit inh: -7

Results for COc1ccc(-c2ccc3c(c2)S(=O)(=O)c2cccc(C(=O)NCCOc4ccccc4Cl)c2C3=O)cc1OC ?
RAD54 inh: 8; RAD52 inh: -30; E-selectin induc: -0.1; esBAF inh: -10; S100A4 MyoIIA: -5; EWS-Fli inh: 58*; XiGFP reactiv: 0.1; FN deposit inh: -10

Results for O=C(c1ccccc1)C(Nc1ccccn1)c1ccccc1 (configuration not stated) ?
RAD52 inh: -8; S100A4 MyoIIA: 14; EWS-Fli inh: -13; XiGFP reactiv: 0.0

What do the screens show for `c1ccc(CN2CCCC3(CCCN(Cc4nc(CC5CC5)no4)C3)C2)cc1` (configuration not stated)?
RAD52 inh: -14; E-selectin induc: 0.6; esBAF inh: 5; S100A4 MyoIIA: -19; EWS-Fli inh: 9; FN deposit inh: 3

Screens: PubChem BioAssay, Broad Institute
